ATG4B inh: inhibitors of human ATG4B cysteine protease | inhibition, % at 8.33 µM | actives 0.51% (n = 340,000) | Q9Y4P1 | ATG4B cleavage of LC3-PLA2, NBD-HPC fluorescence, 1 h; in the data active means inhibition above about 40%
A3A deaminase: human APOBEC3A DNA deaminase inhibition | recombinant A3A, FAM/TAMRA ssDNA deamination fluorescence | inhibition, % at 20 µM | P31941 | AID 493011 | actives 0.41% (n = 330,000);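 active means at least 40% inhibition at 20 µM here, with at most 30% in a related deaminase screen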;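 further: plate controls were A3A with DMSO for no effect and wells lacking A3A enzyme for full effect; some results filed as inactive read as strong as hits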
Target sequence (P31941 whole entry, looked up): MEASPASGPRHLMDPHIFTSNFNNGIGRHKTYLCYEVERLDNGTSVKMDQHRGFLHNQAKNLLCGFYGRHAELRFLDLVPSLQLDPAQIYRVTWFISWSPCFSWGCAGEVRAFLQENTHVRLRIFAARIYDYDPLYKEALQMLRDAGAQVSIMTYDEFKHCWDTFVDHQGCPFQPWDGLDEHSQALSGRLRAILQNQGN
mIAP act: increases mouse intestinal alkaline phosphatase activity; muIAP, CDP-Star luminescence, 30 min; stronger effect = higher value; 1 = vehicle-only enzyme signal, 0 = enzyme-free wells; activation factor at 10 µM; actives 0.24% (n = 330,000);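 active means activation factor of at least 2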; further: the source names both 10 and 20 µM as test concentration; values of inactives mirror those of a sister screen read the other way
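Assay system: mouse IAP enzyme; reagent: chemiluminescent substrate CDP-Star; dosing: test compounds delivered from DMSO solution; schedule: 30 min at room temperature; measured by: luminescence from enzymatic CDP-Star hydrolysis; controls: DMSO-only wells and no-enzyme negative control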
HKDC1 inh: blocks human hexokinase HKDC1 activity | Q2TB90 | recombinant HKDC1, G6PDH/diaphorase resazurin coupled fluorescence | inhibition, % at 20 µM | actives 0.16% (n = 340,000);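 active means inhibition above about 35% when tested at 20 µM, limit read from the data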;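 further: plate controls were DMSO wells with enzyme for no effect and DMSO wells lacking enzyme for full effect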
Target sequence (Q2TB90 whole entry, looked up): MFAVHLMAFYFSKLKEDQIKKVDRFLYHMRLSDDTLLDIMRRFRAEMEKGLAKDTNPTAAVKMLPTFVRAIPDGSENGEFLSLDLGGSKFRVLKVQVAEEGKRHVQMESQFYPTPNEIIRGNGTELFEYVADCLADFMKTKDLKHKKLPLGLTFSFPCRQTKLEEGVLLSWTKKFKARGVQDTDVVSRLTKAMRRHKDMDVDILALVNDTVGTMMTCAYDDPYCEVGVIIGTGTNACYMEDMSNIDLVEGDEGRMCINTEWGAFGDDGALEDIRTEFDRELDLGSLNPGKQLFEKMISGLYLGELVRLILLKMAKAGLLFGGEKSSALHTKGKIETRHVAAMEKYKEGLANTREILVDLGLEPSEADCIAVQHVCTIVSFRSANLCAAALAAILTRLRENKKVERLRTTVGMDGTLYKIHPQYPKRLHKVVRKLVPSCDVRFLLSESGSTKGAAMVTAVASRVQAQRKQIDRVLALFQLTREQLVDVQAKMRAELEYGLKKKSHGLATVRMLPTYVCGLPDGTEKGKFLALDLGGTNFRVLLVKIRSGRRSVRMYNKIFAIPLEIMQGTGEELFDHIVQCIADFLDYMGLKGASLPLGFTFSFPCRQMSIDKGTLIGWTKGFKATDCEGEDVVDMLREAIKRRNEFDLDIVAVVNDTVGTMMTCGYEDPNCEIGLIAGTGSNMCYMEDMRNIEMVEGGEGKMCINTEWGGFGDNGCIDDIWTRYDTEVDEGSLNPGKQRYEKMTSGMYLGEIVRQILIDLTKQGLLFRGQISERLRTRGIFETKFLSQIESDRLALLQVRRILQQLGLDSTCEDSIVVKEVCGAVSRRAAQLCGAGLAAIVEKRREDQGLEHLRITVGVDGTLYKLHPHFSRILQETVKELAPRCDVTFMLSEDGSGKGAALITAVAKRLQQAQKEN
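System: Recombinant HKDC1 hexokinase | Amount: HKDC1 at 5 µg/mL | Reagent: Glucose with 1 mM ATP | Doses: Single 20 µM dose | Incubation: Reaction time 90 min, room temperature, protected from light | Signal: Coupled resazurin fluorescence, excitation 525 nm, emission 613 nm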
hIAP inh: blocks human intestinal alkaline phosphatase; P09923; actives 0.12% (n = 330,000); purified IAP, CDP-Star luminescence, 30 min; inhibition, % at 10 µM;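 active means inhibition reaching a set limit with compound at 10 µM in the primary screen, cut at about 35% in these data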;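 further: plate controls were DMSO wells with enzyme for no effect and no-enzyme buffer wells for full effect; values of inactives mirror those of a sister screen read the other way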
PfGluPho inh: PfG6PD (Plasmodium falciparum) enzyme inhibition; actives 0.78% (n = 350,000); PfGluPho enzyme, NADPH resazurin-diaphorase fluorescence; inhibition, % at 20 µM; AID 504690;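 active means inhibition reaching at least a set limit at 20 µM in the primary screen, cut at about 59% in these data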;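 further: 0% = DMSO wells with substrate and 100% = DMSO wells lacking glucose-6-phosphate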
mIAP inh: blocks mouse intestinal alkaline phosphatase; purified mouse IAP, CDP-Star luminescence, 30 min; inhibition, % at 10 µM; actives 0.2% (n = 330,000);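 active means inhibition of at least 40% at 10 µM in the primary screen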;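 further: plate controls were DMSO with enzyme for no effect and no enzyme wells for full effect; values of inactives mirror those of a sister screen read the other way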
hIAP activ: increases human intestinal alkaline phosphatase activity | P09923 | activation factor at 10 µM | AID 2524 | purified human IAP, CDP-Star luminescence, 30 min; stronger effect = higher value; 1 = vehicle-only enzyme, 0 = enzyme-free background | actives 0.16% (n = 330,000);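 active means activation factor of the enzyme at least 2-fold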; further: the source names both 10 and 20 µM as test concentration; values of inactives mirror those of a sister screen read the other way
Active calls of the source: *; / = not tested or not shown. The order is random; any-hit rate near 2.4%.

SMILES	ATG4B inh	A3A deaminase	mIAP act	HKDC1 inh	hIAP inh	PfGluPho inh	mIAP inh	hIAP activ
Cc1ccc(NC(=O)Nc2ccc3c(c2)nc(C)n3C)cc1C	/	-3	1.4	/	4	/	-37	0.95
Cc1cc(C)cc(NC(=O)C2CCCC2)c1	2	-4	0.97	-12	-6	-4	3	1.1
COc1cccc(NC(=O)Nc2cc(C)on2)c1	7	-6	1.1	-1	14	5	-8	0.86
CC(=O)c1cccc(NC(=S)NCc2ccco2)c1	-11	-1	0.97	1	-3	12	3	1
Cc1cc(O)c(CN2CCN(S(=O)(=O)c3cccs3)CC2)cc1C(C)C	-10	0	0.9	3	8	40	10	0.92
Cc1ccc(NC(=O)COC(=O)CN2CSCC2=O)cc1C	-10	1	1	2	8	0	-4	0.92
Clc1ccc2[nH]c3c(NCCCN4CCOCC4)ncnc3c2c1	-9	0	1.4	2	-6	5	-36	1.1
CCc1ccc(S(=O)(=O)Nc2c(C)nc3nc[nH]n3c2=O)cc1	-5	-2	0.96	-2	-9	-18	4	1.1
Clc1nc(-c2ccccn2)nc2scc(-c3ccccc3)c12	8	0	0.94	0	9	3	6	0.91
CCOC(=O)c1c(N)sc(C(=O)Nc2ccccc2)c1C	-7	0	0.98	0	3	50	2	0.97
Nc1ccc(Sc2nc3ccccc3[nH]2)cc1	-4	-6	0.91	-7	5	5	9	0.95
COc1ccccc1NC(=O)CN1C(=O)NC(CC(C)C)C1=O (stereo not given)	-12	-3	1	-1	-11	-11	-4	1.1
COc1ccccc1Oc1cc(-n2nc(C)cc2C)ncn1	-8	-1	1	-8	-4	11	-2	1
Cc1cc(Cl)ccc1OCC(=O)N1CCCCC1	1	-5	1.1	-2	6	-12	-5	0.94
O=C(O)/C=C/C(=O)N(Cc1ccc2c(c1)OCO2)C1CC(=O)N(CCc2ccccc2)C1=O (stereo not given)	-8	1	1	-4	9	-8	-2	0.91
O=C(Nc1cccc2ccccc12)c1onc2c1CCCC2	18	-2	0.97	9	-2	-13	3	1
Cn1cnc(S(=O)(=O)Nc2ccccc2N2CCOCC2)c1	4	-4	1.1	-3	2	-2	-12	0.98
CN(C(=O)COc1ccc(S(=O)(=O)N2CCOCC2)cc1[N+](=O)[O-])C1CCS(=O)(=O)C1 (stereo not given)	-1	3	0.91	-5	-3	-6	9	1
CC(NC(=O)CN1c2cccc3cccc(c23)S1(=O)=O)c1ccc(S(N)(=O)=O)cc1 (stereo not given)	-14	4	0.91	-5	4	-8	9	0.96
Cc1cc(C)c2nc(NNC(=O)c3ccc(S(=O)(=O)N4CC(C)CC(C)C4)cc3)sc2c1 (stereo not given)	-1	-7	1	-21	-10	6	-2	1.1
CCCCn1c(N)c(N(CC(C)C)C(=O)CCNC(=O)c2ccc(Cl)cc2)c(=O)[nH]c1=O	0	30	1.1	-4	-2	2	-8	1
COc1cccc(/C=N/c2sc(Cc3ccccc3)c(C)c2C(N)=O)c1O	4	-5	0.89	2	-9	3	11	1.1
COCCCNC(=S)N/N=C/c1ccccc1O	1	-3	1	-25	-60	-37	-5	1.6
Cc1ccc(NC(=O)/C(=C\c2ccccc2)NC(=O)c2ccco2)cc1	-9	6	0.97	6	3	0	3	0.97
O=C(c1c[nH]c(C(=O)C(Cl)(Cl)Cl)c1)c1ccc(F)cc1F	5	-1	1.1	6	6	-3	-5	0.94
O=C(CSc1ccccn1)Nc1ccc2[nH]c(=O)[nH]c2c1	0	18	0.89	2	13	11	11	0.87
Cc1cc(C)n(-c2nc3ccccc3[nH]c2=O)n1	-3	-4	1.1	-7	2	0	-6	0.98
O=Cc1ccc(N2Cc3ccccc3C2)cc1	8	-4	0.98	-1	21	8	2	0.79
COc1ccccc1NC(=O)CSc1nnc(-c2ccoc2C)n1C	0	3	1	-1	-10	7	0	1.1
O=C1CC(Cc2ccccc2)C(=O)N1CCCn1ccnc1 (stereo not given)	/	-3	1.1	/	4	/	-6	0.96
Cc1cc(C)n(-c2nc(C(=O)O)cs2)n1	-1	-5	1	-9	14	-12	0	0.86
C#CCNC(=O)C1=C[C@@H](c2ccc(C(F)(F)F)cc2)[C@H](CCCO)[C@@H](OCC)O1	-2	-3	1	0	29	2	-1	0.71
CCOC(=O)C1CCN(C(=O)Cn2cnc3sc(C)c(S(=O)(=O)N4CCC(C)CC4)c3c2=O)CC1	0	-3	1.1	-5	-8	-4	-6	1.1
O=S(=O)(Nc1ccccc1F)c1ccc2nsnc2c1	2	-1	0.96	8	-5	-32	4	1.1
CN1CCN(Cc2nc3ccccc3c(=O)n2Cc2nc(-c3ccc([N+](=O)[O-])cc3)cs2)CC1	-12	-6	0.9	3	-19	15	10	1.2
CN1CCN(S(=O)(=O)c2cccc(C(=O)NCc3ccccc3Cl)c2)CC1	4	2	0.98	-2	13	-3	2	0.87

No new results follow: an excerpt of the list.
SMILES	ATG4B inh	A3A deaminase	mIAP act	HKDC1 inh	hIAP inh	PfGluPho inh	mIAP inh	hIAP activ
Cc1cc(C)n(-c2nc(C(=O)O)cs2)n1	-1	-5	1	-9	14	-12	0	0.86
C#CCNC(=O)C1=C[C@@H](c2ccc(C(F)(F)F)cc2)[C@H](CCCO)[C@@H](OCC)O1	-2	-3	1	0	29	2	-1	0.71
CCOC(=O)C1CCN(C(=O)Cn2cnc3sc(C)c(S(=O)(=O)N4CCC(C)CC4)c3c2=O)CC1	0	-3	1.1	-5	-8	-4	-6	1.1
O=S(=O)(Nc1ccccc1F)c1ccc2nsnc2c1	2	-1	0.96	8	-5	-32	4	1.1
CN1CCN(Cc2nc3ccccc3c(=O)n2Cc2nc(-c3ccc([N+](=O)[O-])cc3)cs2)CC1	-12	-6	0.9	3	-19	15	10	1.2
CN1CCN(S(=O)(=O)c2cccc(C(=O)NCc3ccccc3Cl)c2)CC1	4	2	0.98	-2	13	-3	2	0.87

New compounds follow:
SMILES	ATG4B inh	A3A deaminase	mIAP act	HKDC1 inh	hIAP inh	PfGluPho inh	mIAP inh	hIAP activ
Cc1onc(-c2ccccc2)c1C(=O)N/N=C/c1cc(Br)c(Br)o1	1	-2	0.88	3	-14	64*	12	1.1
COc1cccc(C2C(C(=O)c3ccco3)=C(O)C(=O)N2CCN(C)C)c1OC (stereo not given)	-2	-4	1	-1	-11	12	-3	1.1
CSC1=NCCN1CCOc1ccccc1	-3	65*	0.97	-12	7	19	3	0.93
CN=C1CC(SC)=C1c1ccc(C)cc1	1	-1	1.1	15	-71	21	-7	1.7
CN(C(=O)Cn1nnc(-c2ccccc2)n1)C1CCS(=O)(=O)C1 (stereo not given)	0	-2	0.98	-6	14	1	2	0.86
CCOC(=O)CC(=O)CSc1ncnc2c1nnn2-c1ccc(OC)cc1	5	0	0.7	-9	-13	-19	30	1.1
C/C(Cl)=C\Cn1c(O)c(N=O)c2ccccc21	-4	-2	0.97	-2	-2	-18	3	1
CC1CCCCN1S(=O)(=O)c1ccc(S(=O)(=O)N(CC(=O)Nc2ccccc2)Cc2cccs2)cc1 (stereo not given)	-5	3	0.95	-6	-8	20	5	1.1
CCCCN(C(=O)CSc1nnc(-c2ccccc2OC)n1C)c1c(N)n(Cc2ccccc2)c(=O)[nH]c1=O	-9	0	0.96	7	-7	-4	4	1.1
COc1ccc(C(=O)CSc2nccn2C)cc1	-4	2	0.99	-6	0	-8	1	1
CCOC(=O)C1CCN(C(=O)c2cccc(S(=O)(=O)N3c4ccccc4CC3C)c2)CC1 (stereo not given)	-6	-6	1	-3	9	9	-3	0.91
COC(=O)COc1ccc2oc(=O)cc(-c3cc4cccc(OC)c4o3)c2c1	1	0	0.97	8	2	8	3	0.98
CCCCOc1ccc(C(=O)NN2CCN(C)CC2)cc1	-7	-3	1	-12	23	1	-1	0.77
CCN(CC)C(=O)c1ccc(S(=O)(=O)NCc2cccnc2)cc1	-6	-3	0.9	8	3	-6	10	0.97
CCN(CC)S(=O)(=O)c1cccc(C(=O)Oc2cccc(NC(=O)c3cccs3)c2)c1	6	-3	1	18	4	-4	0	0.96
CC(C)NS(=O)(=O)c1ccc(NC(=S)NC(=O)c2cccc([N+](=O)[O-])c2)cc1	-12	1	0.9	-4	18	-10	10	0.82
C(=N\Nc1nnnn1-c1ccccc1)/c1ccncc1	26	-6	0.97	11	6	-14	2	0.94
CN1CCN(C(=O)c2cnn(-c3ccccc3)c2NC(=O)c2ccc([N+](=O)[O-])cc2)CC1	-3	4	1	5	-9	-10	-5	1.1
O=C(NNC(=O)c1cc2cc(OC(F)(F)F)ccc2[nH]1)c1ccc(Cl)cc1	6	5	0.94	3	-14	-18	6	1.1
COc1ccc(NC(=O)CO/N=C/C(=O)Nc2ccccc2C)c([N+](=O)[O-])c1	-6	2	0.97	-1	10	5	3	0.9
N#Cc1ncc(C(F)(F)F)cc1Sc1ccccc1N	0	-3	1.1	0	10	11	-5	0.9
O=C(c1ccccc1Br)N1CCC(c2nc3ccccc3s2)CC1	-4	-3	1.1	-13	-3	-4	-12	1
CC(NS(=O)(=O)c1ccc2c(c1)c(=O)n(C)c(=O)n2C)C(=O)NC1CCCCC1 (stereo not given)	-2	3	1	-5	-23	6	-3	1.2
N#C/C(=C\c1ccc(OCC(N)=O)cc1)c1ccccc1	45*	-2	0.96	10	5	-7	4	0.95
CC1CCCCC12NC(=O)N(CC(=O)N1CCc3ccccc31)C2=O (stereo not given)	1	0	1	-5	-2	-7	0	1
COc1ccccc1CCN=C(N)NS(=O)(=O)c1ccc(F)cc1	4	-2	1.1	-5	-29	0	-5	1.3
COc1ccccc1C(=O)NCC(=O)OCC(=O)Nc1ccc2[nH]c(=O)[nH]c2c1	-5	-3	0.97	0	-18	9	3	1.2
Cc1cc(C)c(NC(=O)CNC(=O)Cc2ccc(S(=O)(=O)N3CCOCC3)s2)c(C)c1	0	6	1	0	2	2	-1	0.98
Cc1c(NC(=O)Cc2noc3ccccc23)cccc1[N+](=O)[O-]	9	3	0.99	-3	-8	-16	1	1.1
C/C(CC(=O)Nc1ccc(OCc2ccccc2)cc1)=N\NC(=O)C(=O)Nc1cccc(C)c1	1	-7	0.95	-11	-12	-22	5	1.1
C/C(=N/NC(=O)CNc1ccc(C)cc1)c1ccc(Br)s1	5	3	0.86	-3	11	20	14	0.89
O=Cc1c(F)cccc1N1CCCC1	4	-2	0.9	-9	16	13	10	0.84
Nc1cccc2c(O)cccc12	-8	-1	0.81	5	-8	29	19	1.1
FC(F)(F)c1ccc2c3n(nc2c1)CCN=C3c1ccc(Cl)cc1	0	-4	0.92	14	-6	22	8	1.1
Cn1cc(CNCc2ccccc2OCC(O)CN2CCc3ccccc3C2)cn1 (stereo not given)	17	4	0.93	-2	4	-4	7	0.95
COC(=O)c1c(NC(=O)C2CCCO2)sc2c1CCC2 (stereo not given)	-2	0	1	-2	-11	1	0	1.1
COc1cccc(/C=N/NC(=O)Cn2nc([N+](=O)[O-])cc2C)c1	-5	-4	1.2	-5	-6	2	-16	1.1
NCCN1CCN(CC(=O)N2c3ccccc3C(=O)Nc3cccnc32)CC1	-10	2	0.98	-4	2	11	2	0.98
Cc1cc(C)cc(OCC(=O)N(C)CC(=O)Nc2ccc(Cl)c(C(F)(F)F)c2)c1	-11	-1	0.97	2	1	37	3	0.99
CCN1CCN(CCCNC(=O)CN2C(=O)c3cccnc3Oc3ccc(Cl)cc32)CC1	8	-7	1.1	-7	12	-1	-11	0.88
COc1ccc(OCC(=O)Nc2cccc(-c3nc4ccccc4[nH]3)c2)cc1	1	-5	1.2	-5	11	30	-22	0.89

2 records drawn at random from those above:
SMILES	ATG4B inh	A3A deaminase	mIAP act	HKDC1 inh	hIAP inh	PfGluPho inh	mIAP inh	hIAP activ
Cc1ccc(NC(=O)Nc2ccc3c(c2)nc(C)n3C)cc1C	/	-3	1.4	/	4	/	-37	0.95
CCN1CCN(CCCNC(=O)CN2C(=O)c3cccnc3Oc3ccc(Cl)cc32)CC1	8	-7	1.1	-7	12	-1	-11	0.88
